# Source: PubChem
# IAP activation: mouse intestinal phosphatase enzyme activation – biochemical, luminescence, single concentration, confirmation (AID 434970). activity change, negative = activation, % at 10 µM. actives 2.9% (n = 11,000). purified mouse IAP, CDP-Star luminescence, 30 min; active compounds read low; in the data active means activity change below about -85%;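 further: percent relative to enzyme plus DMSO wells and wells without enzyme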
# IAP activation Fold change: further read-out of IAP activation, marked with its call; activation factor; measured here: IAP activation factor; active compounds read high;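 fold luminescence change scaled to plate control wells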
# Active calls of the source: *; + = active, no number.
# Values run as follows: IAP activation, IAP activation Fold change
Cc1ccc(C2CC(=O)C(C=NCCN3CCN(C(=O)Cc4ccccc4)CC3)=C(O)C2)cc1 (stereo unspecified)
→ -7.5, 1.07
CCC(=NCc1ccco1)c1c(O)n(C2CCCCC2)c(=O)[nH]c1=O
→ 8.0, 0.92
Cc1ccc(C2N(c3cc(C)on3)C(=O)C3CCCN32)cc1 (stereo unspecified)
→ -11.4, 1.11
COc1ccc(OC)c(N2C(=O)/C(=C/c3ccco3)C(=O)NC2=S)c1
→ 58.1, 0.418
COC(=NC1CCCC1)C(O)c1c[nH]c2ccccc12 (stereo unspecified)
→ -9.9, 1.1
C=Cn1ccnc1P(=S)(c1nccn1C=C)c1nccn1C=C
→ -2.3, 1.02
Clc1ccc(C(c2ccc(Cl)cc2)n2cc[n+](CC(OCc3ccc(Cl)cc3Cl)c3ccc(Cl)cc3Cl)c2)cc1 (stereo unspecified)
→ +, 31*
Cc1cccc(OCCn2cccc2/C=C2/C(=O)NC(=O)N(Cc3ccco3)C2=O)c1
→ 56.8, 0.432
CC(C)(C)c1ccc(O)c(CN2CCN(c3ccccc3)CC2)c1
→ 5.0, 0.95
Cc1cc(C)cc(NC(=S)NC2CC3CCCC(C2)N3Cc2cccs2)c1 (stereo unspecified)
→ -149.7*, 2.5*
Cn1c(=O)cc(OCCCC(=O)N2CCC3(CC2)OCCO3)c2ccccc21
→ 5.8, 0.943
COC(=O)CC1=C(C(=O)OC)C2(C(=O)N(C)c3ccccc32)C(C#N)=C(N)O1 (stereo unspecified)
→ 7.2, 0.928
Cc1nn(C)c(C)c1/C=C1/CC2C3CC=C4CC(O)CCC4(C)C3CCC2(C)C1=O (stereo unspecified)
→ 11.1, 0.889
CCOC(=O)C(O)(c1ccc(N(C)C(=O)COc2ccccc2)cc1)C(F)(F)F (stereo unspecified)
→ 10.3, 0.896
Cc1ccc(N2C(=O)/C(=C/c3ccc(CN(CCC#N)S(C)(=O)=O)o3)C(=O)NC2=S)cc1
→ 44.4, 0.556
O=C(Cc1ccccc1)Oc1ccccc1N1C(=O)CCC1=O
→ -7.1, 1.07
Cc1nc2cc(C(F)(F)F)ccc2n1C1CCN(Cc2nnnn2Cc2cccs2)CC1
→ 5.2, 0.948
O=C1NC(=O)C2(C(=O)N1)C(c1ccc(F)cc1)NC(=S)NC2c1ccc(F)cc1 (stereo unspecified)
→ 6.0, 0.941
COc1ccc(P2(=O)Nc3ccccc3N2)cc1
→ 4.9, 0.951
NS(=O)(=O)c1ccc(-c2ccc(C=C3C(=O)NC(=O)NC3=O)o2)cc1
→ 8.1, 0.919
O=C1C2CCCN2C(c2cccs2)N1c1ccccn1 (stereo unspecified)
→ 0.2, 0.998
Oc1ccc(Cl)cc1CN1CCN(Cc2ccccc2)CC1
→ -1.8, 1.02
CC(C)CNC(=O)c1c(N)n(Cc2ccc3c(c2)OCO3)c2nc3ccccc3nc12
→ 2.5, 0.976
O=C(Nc1cccc(Cl)c1)OC1CN2CCC1CC2 (stereo unspecified)
→ -52.7, 1.53

# Arranged by count of non-hydrogen atoms (low to high): some entries from above
# Values run as follows: IAP activation, IAP activation Fold change
Cc1ccc(C2N(c3cc(C)on3)C(=O)C3CCCN32)cc1 (stereo unspecified)
→ -11.4, 1.11
Cc1cccc(OCCn2cccc2/C=C2/C(=O)NC(=O)N(Cc3ccco3)C2=O)c1
→ 56.8, 0.432
Cc1ccc(C2CC(=O)C(C=NCCN3CCN(C(=O)Cc4ccccc4)CC3)=C(O)C2)cc1 (stereo unspecified)
→ -7.5, 1.07
Clc1ccc(C(c2ccc(Cl)cc2)n2cc[n+](CC(OCc3ccc(Cl)cc3Cl)c3ccc(Cl)cc3Cl)c2)cc1 (stereo unspecified)
→ +, 31*

# Part of the list above in another layout.
O=C1C2CCCN2C(c2cccs2)N1c1ccccn1 (stereo unspecified)
  IAP activation = 0.2
  IAP activation Fold change = 0.998
Oc1ccc(Cl)cc1CN1CCN(Cc2ccccc2)CC1
  IAP activation = -1.8
  IAP activation Fold change = 1.02
CC(C)CNC(=O)c1c(N)n(Cc2ccc3c(c2)OCO3)c2nc3ccccc3nc12
  IAP activation = 2.5
  IAP activation Fold change = 0.976
O=C(Nc1cccc(Cl)c1)OC1CN2CCC1CC2 (stereo unspecified)
  IAP activation = -52.7
  IAP activation Fold change = 1.53

# A portion of the library, so the mix of outcomes need not match the whole.
